ELG1 genotox = inducers of genotoxicity in HEK293T ELG1-luciferase cells; hit rate 1.3% among 330,000; Potency, µM (series often up to 46 µM), for the others: at the highest dose activity change, positive = activation, usual class: activators; HEK293T ELG1-luciferase reporter, luminescence, 16 h; note: potency is the fitted concentration of half-maximal effect; % of control where 0% means no effect; nearly all actives have a fitted effect of over 60% in size
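DMSO vehicle served as control against compound-treated ELG1-luciferase HEK293T cells; exposure lasted 16 hr at 37 °C and 5% CO2, followed by ONE-Glo luminescence detection after 30 min.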
ASM inhibitor = human S-ASM enzyme inhibition; Potency, µM (titrated, usually from 57.5 µM), without a hit: at the highest dose activity change, negative = inhibition, hits mostly inhibitors; hit rate 0.006% among 340,000; P17405; placental ASM, HMU-PC fluorogenic substrate, 60 min; note: potency is the fitted concentration of half-maximal effect
Target sequence (P17405 47-631 limits assumed): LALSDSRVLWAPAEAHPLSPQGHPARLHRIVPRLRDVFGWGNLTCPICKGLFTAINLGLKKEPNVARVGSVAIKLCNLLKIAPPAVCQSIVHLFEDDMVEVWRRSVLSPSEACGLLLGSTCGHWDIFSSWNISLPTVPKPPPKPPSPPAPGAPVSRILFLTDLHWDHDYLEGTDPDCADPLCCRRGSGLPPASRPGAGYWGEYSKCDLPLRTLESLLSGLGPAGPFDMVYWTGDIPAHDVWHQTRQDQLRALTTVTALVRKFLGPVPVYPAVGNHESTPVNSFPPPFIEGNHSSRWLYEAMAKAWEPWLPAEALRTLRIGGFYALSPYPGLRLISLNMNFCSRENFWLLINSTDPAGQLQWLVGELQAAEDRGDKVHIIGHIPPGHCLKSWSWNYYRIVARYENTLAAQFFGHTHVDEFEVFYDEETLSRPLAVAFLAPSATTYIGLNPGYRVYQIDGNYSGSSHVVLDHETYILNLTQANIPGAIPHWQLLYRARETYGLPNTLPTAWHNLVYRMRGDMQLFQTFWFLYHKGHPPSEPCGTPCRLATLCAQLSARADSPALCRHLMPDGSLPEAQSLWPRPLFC
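Fluorescence read-out (Ex 386 nm, Em 447 nm) after stopping the reaction at pH 10. Enzyme: ASM from human placenta; substrate HMU-PC0, 9 uM final; 60 min, 37 °C. Compound preincubation 10 min, ambient temperature.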
TRPV1 agonist = agonists of human vanilloid receptor 1 (TRPV1); activation, % at 8.33 µM; Q8NER1; hit rate 0.19% among 320,000; AID 540275; TRPV1-expressing cells, Fluo-8 calcium influx, agonist mode; in the data active = activation above about 80%; inconclusive = between about 30% and that limit; note: 0% is about no effect
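Fluo-8 calcium influx in TRPV1-expressing cells, kinetic read (ex 480/em 520 nm). Compound added and read 3 min for agonist activity, followed by capsaicin at EC20 final and 2 min further read for enhancement.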
Integrin act MD = activates integrin-mediated alleviation for muscular dystrophy | AID 624291 | hit rate 0.064% among 350,000 | alpha7betagal myoblasts, beta-gal FDG fluorescence, 48 h | Potency, µM (highest dose often 38.3 µM), inactives show at the top dose activation, hits mostly activators;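 note: potency is the fitted concentration of half-maximal effect; 100% = response of the positive control SU9516; nearly all actives have a fitted effect of over 60% in size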
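Alpha7betagal+/- myoblasts (passage 13) were plated 16-24 hr, then exposed to compounds (1:260 dilution of DMSO stock) for 48 hours at 37C. After MPER lysis, β-galactosidase reporter activity was read as FDG fluorescence (ex 480/em 540) after 30 minutes.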
TSG101-PTAP inh = blocks PTAP/TSG101 interaction to inhibit HIV-1 budding. Fluorescence polarization, FITC-PTAP peptide / Tsg101 binding. Potency, µM (titrated, usually from 115 µM), for the others: top-dose activity change, negative = inhibition, most hits filed as inhibitors. 340,000 tested, under 10 active; active = well fitted inhibition curve with a large enough effect in the main read-out, with a control signal flat, not every such curve was filed as active; inconclusive = small, poorly fitted or top-dose-only effect, or effect the other way, or a change in a side signal; inactive = no such curve, though single readings can be large or run the other way; note: potency is the fitted concentration of half-maximal effect; % of control where 0% means no effect
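Fluorescence polarization binding of Tsg101 binding domain (10 uM final) to FITC-labeled PTAP peptide (50 nM final) in HEPES pH 7.5 buffer with NaCl, Tween 20, EDTA, TCEP. Compounds added before peptide; binding 20 min at RT.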
p53 reactivation = re-activators of mutant p53 | H1299 p53-A138V BP100-luciferase reporter, luminescence, 24 h | Potency, µM (doses to about 92.2 µM), without a hit: at the top dose activity change, positive = activation, actives largely listed as activators | hit rate 0.063% among 320,000; note: potency is the fitted concentration of half-maximal effect; % of control where 0% means no effect; nearly all actives have a fitted effect of over 45% in size
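H1299 (p53-null), stable ts p53-A138V + BP100-Luc; 1000 cells/well, Opti-MEM/10% FBS; cpd 4 pt, 1:5; 24 h, 37 deg C, 5% CO2; detection reagent 10 min RT; luminescence.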
Eya2 inh = inhibitors of human Eya2 phosphatase activity; Potency, µM (highest dose often 76.9 µM), for inactives: at the highest dose activity, negative = inhibition, actives largely listed as inhibitors; recombinant Eya2, OMFP fluorescence dephosphorylation (OMFP is methylfluorescein phosphate); hit rate 0.006% among 330,000; O00167; note: potency is the fitted concentration of half-maximal effect; % is set by controls: 0 for no effect and ±100 for the full control effect
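Eya2 protein (added as 0.2 uM solution) was preincubated with compound for 10 min at ambient temperature in 50 mM HEPES pH 7.5, 50 mM NaCl, 5 uM MgCl2, 0.05% BSA, 1 mM DTT. OMFP (added at 50 uM) then reacted 10 min; fluorescence read at 485/525 nm.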
BRCA1 expr up = activators of BRCA1 expression; Potency, µM (top dose mostly 46.1 µM), for the others: top-dose activation, actives largely listed as activators; MCF7-BRCA1-FFLuc reporter, luminescence, 48 h; response scale: scaled: vehicle 0%, 10 µM genistein 100%; hit rate 1.1% among 380,000; AID 624202; note: potency is the fitted concentration of half-maximal effect; nearly all actives have a fitted effect of over 80% in size; some results filed as inactive show a strong effect at the top dose
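MCF7-BRCA1-FFLuc, 2000 cells/well; 2 h attach, 37 °C/5% CO2; compound 48 h; luciferase substrate 15 min; luminescence end-point. Norm. to genistein 10 microM max activation and DMSO; concentration-response curves fitted.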
USP2a block = inhibitors of human ubiquitin-specific protease USP2a; O75604; USP2 core, Ub-CHOP2 coupled fluorogenic reporter, 485/531; Potency, µM (titrated, usually from 38.3 µM), for the others: at the top dose activity change, negative = inhibition, most hits filed as inhibitors; hit rate 0.01% among 330,000; AID 463254;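 note: potency is the fitted concentration of half-maximal effect; plate controls were DMSO wells for no effect and full inhibition by NEM control for full effect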
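Cell-free coupled assay: 10nM USP2 core preincubated 30min RT with compound in Tris-HCl pH 8.0/CaCl2/CHAPS buffer, then 25nM Ub-CHOP2 and 25nM reporter substrate; fluorescence (Ex 485/Em 531) read after 60min RT, normalized to NEM inhibition, concentration-response curves fitted.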
B2AR arrestin = recruits beta-arrestin to the human beta2-adrenergic receptor. P07550. Potency, µM (series often up to 46.1 µM), without a hit: at the top dose activation, hits mostly activators. AID 492947. hit rate 0.02% among 330,000. beta-arrestin recruitment to beta2AR, cell-based reporter;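 note: potency is the fitted concentration of half-maximal effect; 0% = DMSO controls and full agonism = EC100 isoproterenol or metaproterenol; nearly all actives have a fitted effect of over 65% in size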
Target sequence (P07550 whole entry, looked up): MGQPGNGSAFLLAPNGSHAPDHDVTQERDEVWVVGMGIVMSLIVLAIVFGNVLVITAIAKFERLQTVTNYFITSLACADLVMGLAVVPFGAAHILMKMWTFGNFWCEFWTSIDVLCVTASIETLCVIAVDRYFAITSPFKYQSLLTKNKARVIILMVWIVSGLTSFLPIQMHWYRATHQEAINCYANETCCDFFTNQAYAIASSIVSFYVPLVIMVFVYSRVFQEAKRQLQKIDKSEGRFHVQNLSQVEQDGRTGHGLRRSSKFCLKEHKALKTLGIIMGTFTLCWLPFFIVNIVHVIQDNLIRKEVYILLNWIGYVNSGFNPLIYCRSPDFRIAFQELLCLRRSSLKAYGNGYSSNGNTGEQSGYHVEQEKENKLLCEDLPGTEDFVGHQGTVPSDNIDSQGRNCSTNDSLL
uPA surface inh = inhibitors of cell surface uPA generation; hit rate 0.31% among 330,000; AID 540303; cell surface uPA generation assay, qHTS; Potency, µM (series often up to 38.3 µM), for inactives: at the top dose activity change, negative = inhibition, most hits filed as inhibitors; active = well fitted inhibition curve with a large enough effect; inconclusive = small, poorly fitted or top-dose-only effect; inactive = no such curve, though single readings can be large or run the other way; tested in mouse RAW 264.7 cells; note: potency is the fitted concentration of half-maximal effect; % is set by controls: 0 for no effect and ±100 for the full control effect; nearly all actives have a fitted effect of over 55% in size
* marks the source's active call; other numbers are inactive results; [ ] = remark or other dose. Unless noted, calls come from the whole dose curve; as a rule, active = well fitted curve in the direction sought with a large enough effect; inconclusive = small, poorly fitted or top-dose-only effect, or another doubt; inactive = no such curve, though single readings can be large; an effect the other way counts as inactive or inconclusive.

`Cc1nc(NC(=O)C(C)Oc2cccc(Cl)c2)sc1C(=O)N(C)C` (configuration not stated) gave ELG1 genotox 0%, ASM inhibitor 5%, TRPV1 agonist 0, Integrin act MD 8%, TSG101-PTAP inh 1%, p53 reactivation 20%, Eya2 inh 3%, BRCA1 expr up 13%, USP2a block -1%, B2AR arrestin -0.7% and uPA surface inh -3%.
`CCOC(=O)C1=C(C)N(C)C(=S)NC1c1ccc(Cl)cc1` (configuration not stated) gave ELG1 genotox 1%, ASM inhibitor -6%, TRPV1 agonist 2, Integrin act MD -19%, TSG101-PTAP inh -5%, p53 reactivation -13%, Eya2 inh 0%, BRCA1 expr up -20%, USP2a block -1%, B2AR arrestin -0.2% and uPA surface inh -3%.
COc1ccc(COC(=O)CCS(=O)(=O)c2ccc(C)cc2)cc1 was read as ELG1 genotox -1%, ASM inhibitor 0%, TRPV1 agonist -3, Integrin act MD -25%, TSG101-PTAP inh -3%, p53 reactivation 2%, Eya2 inh -17%, BRCA1 expr up -15%, USP2a block -2%, B2AR arrestin -0.1% and uPA surface inh 3%.
For c1ccc(Nc2nc(N3CCOCC3)nc(N3CCOCC3)n2)cc1 the results were ELG1 genotox -14%, ASM inhibitor -3%, TRPV1 agonist 5, Integrin act MD 15%, TSG101-PTAP inh -3%, p53 reactivation -2%, Eya2 inh 8%, BRCA1 expr up -70%, USP2a block -4%, B2AR arrestin -0.1% and uPA surface inh 14%.
O=C(Nc1nc2ccccc2[nH]1)c1ccc(S(=O)(=O)N2CCOCC2)cc1 was read as ELG1 genotox 4%, ASM inhibitor -3%, TRPV1 agonist 0, Integrin act MD -20%, TSG101-PTAP inh 0%, p53 reactivation -2%, Eya2 inh 6%, BRCA1 expr up 41%, USP2a block 3%, B2AR arrestin 3.0% and uPA surface inh -3%.
Screening Cc1cccc(C(=O)NC(=S)Nc2c(C)n(C)n(-c3ccccc3)c2=O)c1 returned ASM inhibitor -3%, Integrin act MD 17%, TSG101-PTAP inh -9%, BRCA1 expr up -4% and uPA surface inh -4%.
COc1cc(C)nc(Oc2ccc(=O)n(C)n2)n1 was read as ELG1 genotox 3%, ASM inhibitor 0%, TRPV1 agonist 7, Integrin act MD 5%, TSG101-PTAP inh -7%, p53 reactivation -2%, Eya2 inh -9%, BRCA1 expr up 0%, USP2a block -1%, B2AR arrestin -0.3% and uPA surface inh -5%.
`COc1ccc(CNC(=O)CCCn2ncn3c(cc4occc43)c2=O)cc1` gave ELG1 genotox 1%[9.26 µM], ASM inhibitor -2%, TRPV1 agonist 2, Integrin act MD inconclusive, TSG101-PTAP inh 1%, p53 reactivation 0%, Eya2 inh -6%, BRCA1 expr up 8%, USP2a block -1%, B2AR arrestin -0.2% and uPA surface inh -5%.
For COc1ccc(NC(=S)N(Cc2ccc(N(C)C)cc2)Cc2ccco2)cc1 the results were ELG1 genotox 1%, ASM inhibitor -4%, TRPV1 agonist 0, Integrin act MD -7%, TSG101-PTAP inh -2%, p53 reactivation 13%, Eya2 inh -5%, BRCA1 expr up 2%, USP2a block -5%, B2AR arrestin 0.2% and uPA surface inh -1%.
`O=C(CN1CCNCC1)NCCSc1ccc(Cl)cc1` gave ELG1 genotox 0%, ASM inhibitor -2%, TRPV1 agonist -9, Integrin act MD -8%, TSG101-PTAP inh -8%, p53 reactivation -4%, Eya2 inh -7%, BRCA1 expr up -6%, USP2a block 2%, B2AR arrestin -0.2% and uPA surface inh -3%.
Cc1cc(C)c2sc(N(CCN(C)C)C(=O)c3cc(Cl)sc3Cl)nc2c1 was read as ELG1 genotox -6%, ASM inhibitor -8%, TRPV1 agonist 4, Integrin act MD -2%, TSG101-PTAP inh -2%, p53 reactivation 0%, Eya2 inh 8%, BRCA1 expr up -21%, USP2a block 1%, B2AR arrestin -0.9% and uPA surface inh -4%.
For C/C=C/C1=CC(=O)C[C@H](c2ccc3c(c2)OCO3)C1 the results were ELG1 genotox -3%, ASM inhibitor 1%, TRPV1 agonist inconclusive, Integrin act MD -14%, p53 reactivation 8%, Eya2 inh 7%, BRCA1 expr up -17%, USP2a block 3%, B2AR arrestin 0.0% and uPA surface inh inconclusive.
Screening O=[N+]([O-])c1ccccc1-c1cc(-c2ccccc2O)n[nH]1 returned ELG1 genotox inconclusive, ASM inhibitor -9%, TRPV1 agonist 2, Integrin act MD 1%, TSG101-PTAP inh -2%, p53 reactivation inconclusive, Eya2 inh 2%, BRCA1 expr up 20%, USP2a block 2%, B2AR arrestin 0.4% and uPA surface inh 1%.
`CCCNC(=O)c1cc(S(=O)(=O)N2CCCCC2)c[nH]1` gave ELG1 genotox 0%, ASM inhibitor -2%, TRPV1 agonist 3, Integrin act MD -2%, TSG101-PTAP inh -5%, p53 reactivation 11%, Eya2 inh -4%, BRCA1 expr up -13%, USP2a block 0%, B2AR arrestin -1.0% and uPA surface inh 7%.
For COc1cc(CN2CCC(N3CCC(C(=O)N4CCCC4)CC3)CC2)cc2c1OCO2 the results were ELG1 genotox -1%, ASM inhibitor 7%, TRPV1 agonist 1, Integrin act MD 7%, TSG101-PTAP inh 6%, p53 reactivation -2%, Eya2 inh -11%, BRCA1 expr up -6%, USP2a block 3%, B2AR arrestin -0.9% and uPA surface inh 2%.
Screening CN1CCN(C(=O)CCc2nc3ccccc3c(=O)[nH]2)CC1 returned ELG1 genotox 0%, ASM inhibitor 3%, TRPV1 agonist -1, Integrin act MD -2%, TSG101-PTAP inh -4%, p53 reactivation 0%, Eya2 inh 19%, BRCA1 expr up 2%, USP2a block -4%, B2AR arrestin 0.2% and uPA surface inh 1%.
For CCCCCNCC(=O)Nc1cccc(C(=O)Nc2cccc(C(F)(F)F)c2)c1 the results were ELG1 genotox -3%, ASM inhibitor -9%, TRPV1 agonist 5, Integrin act MD -51%, TSG101-PTAP inh -1%, p53 reactivation 2%, Eya2 inh -5%, BRCA1 expr up -76%, USP2a block -5%, B2AR arrestin -0.2% and uPA surface inh 5%.
For CC(C)OCCCn1c(-c2ccc(Br)cc2)c[nH]c1=S the results were ELG1 genotox -9%, ASM inhibitor 12%, TRPV1 agonist 27, Integrin act MD -2%, TSG101-PTAP inh -3%, p53 reactivation 2%, Eya2 inh 6%, BRCA1 expr up -27%, USP2a block 2%, B2AR arrestin -0.9% and uPA surface inh 1%.
COc1cc(OC)cc(C(=O)N[C@H](C(=O)OCC(=O)NC(=O)NC(C)(C)C)C(C)C)c1 was read as ELG1 genotox -3%, ASM inhibitor -5%, TRPV1 agonist -4, Integrin act MD -4%, TSG101-PTAP inh 2%, p53 reactivation 0%, Eya2 inh 10%, BRCA1 expr up 2%, USP2a block 0%, B2AR arrestin -0.1% and uPA surface inh 6%.
O=C(CSc1nc2ccccc2nc1N1CCCCC1)Nc1ccc(F)cc1 was read as ELG1 genotox -3%, ASM inhibitor 4%, TRPV1 agonist inconclusive, Integrin act MD 19%, TSG101-PTAP inh 0%, p53 reactivation 17%, Eya2 inh 4%, BRCA1 expr up -1%, USP2a block 0%, B2AR arrestin 0.4% and uPA surface inh 7%.
COc1ccc(CCN(C)C(=O)C2CCN(C(=O)Nc3ccccc3)CC2)cc1OC was read as ELG1 genotox 2%, ASM inhibitor 9%, TRPV1 agonist 2, Integrin act MD 44%, TSG101-PTAP inh -1%, p53 reactivation -7%, Eya2 inh 15%, BRCA1 expr up -5%, USP2a block 0%, B2AR arrestin -0.2% and uPA surface inh -4%.
For O=C(NNc1c(Cl)cccc1Cl)c1ccno1 the results were ELG1 genotox 1%, ASM inhibitor 3%, TRPV1 agonist -1, Integrin act MD -7%, TSG101-PTAP inh 0%, p53 reactivation -1%, Eya2 inh -3%, BRCA1 expr up 3%, USP2a block -1%, B2AR arrestin -0.6% and uPA surface inh -92%.
`COC(C[C@@H]1O[C@@H]1C(=O)[C@H](C)OCc1ccccc1)OC` gave ASM inhibitor -1%, Integrin act MD 14%, TSG101-PTAP inh -6%, BRCA1 expr up 3% and uPA surface inh -17%.

Rows are unselected. Share with any hit: about 2.6%.
